Source: PubChem BioAssay (several laboratories)
AI-2 QS modul = Vibrio harveyi AI-2 quorum sensing modulation | Vibrio harveyi JMH597 AI-2 luminescence/OD600 ratio, 9 h; stronger effect = lower value; strain lacks LuxN and CqsS sensors; 0 = neutral-control median | activity change, % at 7.5 µM | 300,000 compounds, 0.4% hits; in the data active = activity change below about -75%, passing the limit was not always enough; inconclusive = no clear call, values can overlap the other calls;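 note: luminescence divided by OD600 gain over 9 h not by final OD600 alone; inactives centre near 13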
Platelet DG rel = modulates dense granule release in human platelets. inhibition, %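 (compounds screened at 7.5 µM in platelet-rich plasma)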. 300,000 compounds, 0.22% hits. human platelet-rich plasma, SFLLRN dense granule ATP release, luminescence;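 active = mean replicate score, as percent of positive control, at or above 50; inconclusive = mean below 50 but at least one replicate at or above 50; inactive = mean and every replicate below 50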
HSF1 activator = increases HSF-1 driven luciferase reporter signal; NIH3T3-HGL HSF-1 luciferase reporter, MG132, 8 h; 100% = twice DMSO control signal; activation, % at 9 µM; 300,000 compounds, 1.7% hits;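 active = mean replicate activation of at least 50% with a set share of replicates each reaching 50%; inconclusive = only one of those two conditions met; inactive = mean below 50% and too few replicates reaching it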;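 note: 0% = median of the neutral control wells and 100% = twice that signal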
HSP90 refold inh = blocks HSP90-mediated luciferase refolding in reticulocyte lysate; 290,000 compounds, 0.91% hits; AID 1789; Rabbit reticulocyte lysate, luciferase refolding luminescence, 3 h; inhibition, % at 5.6 µM;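 active = inhibition above the screen-wide mean plus 3 SD, computed separately per campaign, cut at about 16% in these data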;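 note: 0% = DMSO wells and 100% = 60 µM geldanamycin wells; inhibitors lower the luminescence because luciferase stays unfolded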
KLF5 inhibitor = kruppel-like factor 5 inhibition; DLD-1 KLF5 promoter-luciferase reporter, luminescence; inhibition, % at 5 µM; 290,000 compounds, 0.23% hits;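 active = inhibition above a per-plate limit of that plate's mean compound inhibition plus 3 SD, cut at about 60% in these data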;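 note: 0% = DMSO wells and 100% = LY294002 at 200 µM; higher means less KLF5 promoter-driven luciferase light; inactives centre near -14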
aSyn 5UTR inh = MLPCN primary screen, SNCA 5' untranslated region; alpha-synuclein 5'UTR reporter, inhibitor activity; inhibition, % (tested at 7.5 µM); 300,000 compounds, 0.82% hits; in the data active = inhibition above about 60%; inconclusive = no clear call, values can overlap the other calls;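 note: H4 neuroglioblastoma cells stably carrying SNCA 5'UTR luciferase fusion; 0% = DMSO wells and 100% = positive control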
IEC-6 tox = counter-screen for KLF5 inhibitors: cytotoxicity in IEC-6 cells; 290,000 compounds, 0.78% hits; inhibition, % at 5 µM; IEC-6 cytotoxicity, luminescence viability; in the data active = inhibition above about 22%;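 note: 0% = plate median of test compound wells and 100% = cytotoxic reference compound wells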
HSF1 inhib = HSF1 inhibition; NIH3T3-HGL HSE-luciferase, MG132-induced, luminescence 8 h; stronger effect = lower value; activity change, negative = inhibition, % at 7.5 µM (by protocol); AID 2098; 300,000 compounds, 0.77% hits;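 active = more than half of replicate wells show activity change below -50%, luminescence cut by over half; inconclusive = some wells, but at most half, below -50%; inactive = no replicate well below -50%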;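 note: luciferase reports HSF-1 transcriptional activity via heat shock element; 0% = median of DMSO wells and -100% = zero luminescence signal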
SKKanGAS inh = SKKanGAS growth inhibition; S. pyogenes SKKanGAS, kanamycin growth, BacTiter-Glo, 6 h; inhibition, % at 7.5 µM; 300,000 compounds, 1.3% hits; AID 1662;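 active = mean replicate score, as percent of positive control median, at least 50; inconclusive = mean below 50 but one replicate at or above 50; inactive = mean and every replicate below 50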;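 note: strain carries kanamycin resistance gene driven by streptokinase promoter and grows in 40 µg/ml kanamycin; loss of luminescence reflects streptokinase promoter inhibition or plain growth inhibition; 0% = median of DMSO wells and 100% = positive control at its reference dose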
HIF activator = HIF pathway transcriptional activation; 300,000 compounds, 0.32% hits; U2OS HRE-luciferase reporter, luminescence; normalized: DMSO 0%, desferrioxamine 100%; activation, % at 7.5 µM (by protocol);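 active = mean activation of at least 10% of the iron chelator positive control signal, with at least half of replicates also reaching 10%; inconclusive = mean and replicate majority disagree about reaching 10%; inactive = mean and most replicates under 10%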
Numbers without * were called inactive; ? = inconclusive; · = no result given.

SMILES	AI-2 QS modul	Platelet DG rel	HSF1 activator	HSP90 refold inh	KLF5 inhibitor	aSyn 5UTR inh	IEC-6 tox	HSF1 inhib	SKKanGAS inh	HIF activator
O=C(O)COc1ccccc1/C=C1\C(=O)Nc2ccc(Br)cc21	22	5	14	-1	-34	9	4	-8	-6	-0.7
Cc1ccc(NC2CCCN(C(=O)c3cccc(-c4ncc[nH]4)c3)C2)cc1C (configuration not stated)	14	2	-22	-4	8	9	0	-6	-5	0.2
O=C(Nc1nnc(-c2ccccc2Cl)o1)c1ccc(S(=O)(=O)N2CCCCCC2)cc1	24	-2	-28	5	-1	59	3	-20	107*	-2.8
COc1ccc(-c2nc(NC(=O)c3cc(C(C)(C)C)nn3C)sc2C)cc1	11	-2	-11	3	-14	37	4	-9	38	-0.6
CSc1nc2ccc(S(=O)(=O)N3CCOCC3)cc2s1	11	-9	-28	-1	-19	5	5	-10	-2	0.7
CN(C(=O)COc1ccc(C(C)(C)C)cc1)C1CCS(=O)(=O)C1 (configuration not stated)	33	-3	-4	-2	-24	12	-2	-1	6	-0.5
O=C(NCc1ccccc1)C1=C[C@@H](C2CCCCC2)C[C@@H](OCc2ccc(CO)cc2)O1	18	-2	13	-2	3	16	2	14	24	-0.6
CCCCC(=O)Nc1ccc2c(c1)oc1ccccc12	22	-2	37	-2	-101	-251	2	28	-10	3.6
Cc1nc2ncnn2c(C)c1C/C=C/c1ccccc1	18	2	11	1	10	-5	-1	11	-2	-0.8
COc1cccc(C2N(c3ccccn3)C(=O)C3CCCN32)c1OC (configuration not stated)	5	-1	-14	1	-18	-9	-1	2	-8	0.3
Cc1ccc(NC(=O)CCC(=O)N/N=C/c2cc([N+](=O)[O-])ccc2O)cc1	20	0	14	-2	-34	16	-8	-5	3	1.8
COc1ccc(-c2noc(CNC(=O)Nc3ccc(F)cc3)n2)cc1	14	4	-3	1	2	10	4	-6	-8	-0.2
CCN1C(=O)C2(C(C#N)=C(N)Oc3n[nH]c(COC)c32)c2ccccc21 (configuration not stated)	-10	-3	16	5	-28	12	7	-4	-1	-0.1
CC(C)(C)c1ccc(C(=O)c2c[nH]c(C(=O)NCc3ccco3)c2)cc1	-11	-31	-10	11	-41	-31	7	2	-6	-1.0
Cc1cc(C(=O)N2CCC(Cc3ccccc3)CC2)ccc1[N+](=O)[O-]	29	4	4	1	-13	16	2	-5	5	-0.2
COc1ccc2nc(-c3ccco3)c(-c3ccco3)nc2c1	33	4	14	3	4	-50	-15	-1	2	·
Cc1nc(N2CCCCC2)sc1C(=O)c1ccc(SCCO)c([N+](=O)[O-])c1	5	7	-9	2	-9	10	4	-9	21	-0.3
CCN1CCN(S(=O)(=O)c2ccc(C(C)(C)C)cc2)CC1	6	0	6	2	-60	2	3	-1	11	0.3
CCOC(=O)c1nnc(-c2ccccc2)nc1Sc1c(Cl)cccc1Cl	14	4	-1	8	-22	15	2	3	26	-0.2
O=C(Nc1cccc(Br)c1)c1cc(S(=O)(=O)N2CCOCC2)cs1	10	-4	-2	1	-5	8	0	5	?	0.0
O=C(Cn1c(=O)oc2cc(S(=O)(=O)N3CCCCC3)ccc21)N1CCc2ccccc2C1	22	-1	6	-1	3	12	0	-1	-3	-0.3
O=C(NC(=S)N1CCCCCC1)c1ccccc1	12	5	6	-4	-13	34	-1	3	7	-0.2
CCn1ncc(NC(=O)Nc2cccc(C(F)(F)F)c2)c1C(N)=O	5	8	0	0	-5	-8	8	-1	·	0.3
Cc1nnc(SCC(=O)NC(=O)NCCC(C)C)s1	49	-10	29	-2	0	-8	-3	12	-12	-0.2
Cc1nc(NC(=O)CSc2nnc(C)n2CC2CCCO2)sc1C (configuration not stated)	18	3	-3	2	-6	3	-2	-5	0	-0.1
Cc1cc(C)n2nc(C(=O)N/N=C/c3cccc(Cl)c3)nc2n1	29	14	56*	1	-15	-22	4	21	5	-0.5
O=C(COC(=O)c1ccccc1Cc1ccccc1)NC1CCS(=O)(=O)C1 (configuration not stated)	8	0	1	5	-14	-7	4	-1	-22	-16
CCCc1ccc(S(=O)(=O)NCC2CCCN2CC)cc1 (configuration not stated)	31	3	21	2	-7	8	-6	-6	5	-1.6
O=C(Nc1ccc(Cl)cc1C(=O)NCCN1CCOCC1)c1ccco1	29	0	-13	3	-18	5	0	12	6	-0.6
CC1CCCCN1Cc1nc2c(c(=O)n(C)c(=O)n2C)n1CCCc1ccccc1 (configuration not stated)	11	56*	27	-6	-36	4	2	-3	-1	-0.4
CCCCN=C1NN=C(c2cc3ccccc3o2)CS1	14	-4	46	3	-36	-106	9	13	0	1.5
COc1ccc(C(c2c(NC(C)=O)sc3c2CCCC3)N2CCN(CCO)CC2)cc1OC (configuration not stated)	16	4	13	3	-1	7	1	2	-1	0.0
CCOC(=O)Cc1sc(N)nc1C	16	?	-38	1	-23	5	0	-18	3	-0.2
c1ccc(-c2nc3ccccc3nc2N2CCOCC2)cc1	16	-1	-26	3	-8	-9	-4	2	8	0.1
O=[n+]1cc(-c2ccc(Br)cc2)n([O-])c2c1CCC2	2	10	-21	0	-15	4	-3	-8	-1	0.0
COc1cc(-c2nnc(SC(C)C(=O)Nc3c(C)n(C)n(-c4ccccc4)c3=O)o2)cc(OC)c1OC (configuration not stated)	-7	-2	-4	9	-5	16	-6	-8	2	-0.3
O=C(c1ccc(Cl)cc1)N1CCN(C(=O)C2CCCCC2)CC1	7	-36	3	-3	-50	10	1	1	11	0.0
O=C(c1cc(-c2ccc(F)cc2)on1)N1CCOCC1	22	2	44	10	-125	-111	4	30	3	1.4
O=C(Nc1ccccc1)c1cc(-c2ccccc2Cl)no1	-16	7	37	12	-33	-59	3	25	-5	3.4
CCOC(=O)c1c(NC(=S)Nc2ccccc2)sc(C)c1C	12	-1	36	5	-34	-26	1	30	6	·
Cc1ccc(-c2nn(-c3ccccc3)cc2/C=C/C(=O)OCC(=O)NC2CC2)o1	0	8	8	3	-5	12	7	1	·	-1.2
Cc1cc(C)c(NC(=O)NC(=O)c2cccc(F)c2)c(C)n1	17	-1	-13	3	-47	-69	-8	3	10	1.8
COc1ccc(C(=O)Oc2coc(CSc3nnc(NC(=O)c4cccs4)s3)cc2=O)cc1	29	3	-10	0	-13	-26	-4	-3	13	-0.8
c1nc(NCCN2CCOCC2)c2c3c(sc2n1)CCCCC3	36	-2	28	2	-41	-5	2	-4	5	0.4
Cc1cc(NC(=O)CSc2nnc(CNC(=O)c3cccc(C(F)(F)F)c3)o2)no1	15	-7	1	-1	-65	12	-8	3	1	-0.2
Cc1cc([N+](=O)[O-])ccc1NC(=S)NC1CCCC1	37	-3	22	-5	-27	-18	2	0	-2	0.6
O=C(N/N=C/c1ccc([N+](=O)[O-])o1)C1CC1	?	-3	7	2	-18	-10	1	6	13	-0.9
CC(Cc1c[nH]c2ccccc12)C(=O)O (configuration not stated)	15	3	-3	-1	-19	-3	1	-1	0	0.0
S=c1[nH]nc(-c2ccc3ccccc3n2)n1-c1ccc2c(c1)OCCO2	37	8	-1	-1	-23	14	6	-1	-2	0.9
Cn1c(=O)[nH]c(=O)c2c1nc(Br)n2C/C=N/Nc1ccccc1	33	-4	-5	4	-4	-16	2	-4	12	-0.2
O=C(Nc1nccs1)C1CCN(S(=O)(=O)c2ccccc2)CC1	11	-2	6	-4	-22	-14	-1	0	0	-0.5
CC1(COS(N)(=O)=O)CCCCC1	2	17	9	0	-6	-32	2	-3	-3	0.0
CC(=O)N[C@@H](C)c1nc2ccccc2n1CCCN1CCN(c2nc(-c3ccc(C)cc3)cs2)CC1	11	-10	2	-3	-4	31	9	-3	16	0.3
COc1ccccc1/C=C1\SC(=S)N(NS(=O)(=O)c2ccccc2)C1=O	49	6	-6	5	5	19	8	1	18	1.0
COc1ccc2c(c1)[nH]c1c(=O)n(/N=C/C3C(C)C=C(C)CC3C)c(=O)[nH]c12 (configuration not stated)	-3	-17	14	0	1	?	2	-3	0	-0.2
CCOc1ccc(C(=O)NCC(=O)OCC(=O)Nc2cccc(S(=O)(=O)N3CCCC3)c2)cc1	1	-2	9	-1	7	-10	-3	-3	-16	-0.1
O=C(CCCc1nc2ccccc2s1)NNC(=O)CCN1CCN(Cc2ccccc2)CC1	17	0	-14	2	-6	32	-3	-9	-6	0.3
O=C(OCc1nnc(-c2ccc(Cl)cc2)o1)C12CC3CC(CC(O)(C3)C1)C2	-8	6	-25	13	-20	-205	-1	-17	2	3.3
O=C(NCC1COCCO1)C1CCN(S(=O)(=O)c2ccccc2)CC1 (configuration not stated)	16	-6	8	-1	-17	15	-7	-1	-7	0.0
CCc1nn2c(=O)cc(CSCC(=O)Nc3ccccc3Cl)nc2s1	13	4	-2	3	-21	-11	4	8	-1	0.2

(cont.)
SMILES	AI-2 QS modul	Platelet DG rel	HSF1 activator	HSP90 refold inh	KLF5 inhibitor	aSyn 5UTR inh	IEC-6 tox	HSF1 inhib	SKKanGAS inh	HIF activator
CCCn1c(/N=C/c2ccccc2O)nc2ccccc21	25	-1	-13	-2	-2	2	2	-8	-3	-0.1
O=C(Cc1ccccc1)c1c[nH]c(C(=O)NCCCN2CCOCC2)c1	5	-1	-11	1	-25	-16	-4	-6	-5	-0.3
CCCC(=O)Nc1nnc(CCc2ccccc2)s1	23	-1	2	-8	-50	3	2	-5	5	-21
O=C(c1cccc(F)c1)N1CCC(c2nc3ccccc3s2)CC1	13	-5	-20	4	0	1	-6	-2	21	-0.5
COc1ccc(N2CCN(C(=O)CN3C(=O)c4ccccc4S3(=O)=O)CC2)cc1	21	1	-4	-1	-14	4	-7	-8	-3	-2.7
CC(NC(=O)C1C(=O)N(CCO)C2(C)CC1c1ccccc1O2)c1ccccc1 (configuration not stated)	-6	-7	-14	1	13	5	0	-2	0	0.0
Cc1ccccc1/C=C1\OC(=O)c2ccccc21	-3	-16	46	-4	-23	-37	6	24	4	0.7
O=C(COC(=O)CCSc1ccc(Cl)cc1)NCCc1ccccc1	49	-4	-5	1	-15	0	-6	-9	-2	0.1
Cc1ccc(C)c(S(=O)(=O)N2CCN(C(C(=O)Nc3ccc(F)cc3)c3ccccc3)CC2)c1 (configuration not stated)	66	3	2	6	-53	13	2	-5	3	0.8
COc1ccc2c(c1)O[C@H](c1ccc3c(c1)OCO3)[C@@H](OC(=O)Nc1cc(OC)c(OC)c(OC)c1)C2=O	11	-2	-12	3	31	21	10	1	17	2.1
CC1(CCC(=O)N2CCCC(N3CCN(c4cccc(C(F)(F)F)c4)CC3)C2)CC1 (configuration not stated)	7	-5	4	1	-16	1	4	-6	-4	0.0
N#CC1=C(N)Oc2ccccc2C12C(=O)Nc1n[nH]c(-c3ccccc3)c12 (configuration not stated)	11	3	-14	0	-14	25	2	-3	-2	-0.2
